LDHA inh = inhibitors of human lactate dehydrogenase A; purified LDHA, NADH/diaphorase-resazurin fluorescence; active compounds read low; AID 1347041; 480,000 tested, 0.15% active; activity change, % (values are at about 110 or 230 µM); in the data active = activity change below about -30%; inconclusive = mostly about -25% to -30%;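 also: plate controls were DMSO wells for no effect and wells without enzyme for full effect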
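Human LDH5 (2 nM) was incubated with 0.06 mM NADH and 0.2 mM pyruvate for 5 min at room temperature in Tris pH 7.4. Remaining NADH was coupled through diaphorase/resazurin, and resorufin fluorescence was read at 0 and 20 min.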
Vif-APOBEC3F blk = inhibitors of Vif-A3F interaction; Potency, µM (highest dose often 46.1 µM), for inactives: at the top dose activity, negative = active; HeLa A3F-eYFP + Vif (tagged APOBEC3F with the HIV-1 protein that degrades it), YFP fluorescence increase; 390,000 tested, 0.2% active; also: potency is read from the fitted curve at half-maximal effect; % of control where 0% means no effect; nearly all actives have a fitted effect of over 65% in size
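Fluorescence increase (Ex 488/Em 500-530) after overnight compound treatment at 37 deg C flags inhibition of Vif-driven A3F-eYFP loss in stable HeLa A3F-eYFP/Vif cells seeded overnight beforehand.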
Glioma ERSR ind = ER stress response induction in glioma. U87-MG GRP78 promoter luciferase reporter, 16 h. Potency, µM, for inactives: at the highest dose activation, actives largely listed as activators. 420,000 tested, 0.02% active. AID 602332; also: potency is read from the fitted curve at half-maximal effect; series mostly up to about 76 µM; % of control where 0% means no effect; nearly all actives have a fitted effect of over 35% in size
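ERSR induction read as luciferase luminescence (Bright-Glo, 10 min at room temperature) in stably transfected human U87-MG glioma cells exposed to compounds for 16 h, using GRP78 as sensor.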
Vif-A3G inh = blocks the Vif interaction with human APOBEC3G. Q9HC16. HeLa A3G-eYFP + Vif (tagged APOBEC3G with the HIV-1 protein that degrades it), YFP fluorescence, overnight. Potency, µM (titrated, usually from 46.1 µM), without a hit: at the highest dose activity, negative = active, actives largely listed as inhibitors. 410,000 tested, 0.076% active. AID 602310;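 also: potency is read from the fitted curve at half-maximal effect; % is scaled to controls: 0 for no effect and ±100 for the full control effect; nearly all actives have a fitted effect of over 60% in size; hits raise eYFP signal because A3G escapes Vif-driven loss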
Target sequence (Q9HC16 whole entry, looked up): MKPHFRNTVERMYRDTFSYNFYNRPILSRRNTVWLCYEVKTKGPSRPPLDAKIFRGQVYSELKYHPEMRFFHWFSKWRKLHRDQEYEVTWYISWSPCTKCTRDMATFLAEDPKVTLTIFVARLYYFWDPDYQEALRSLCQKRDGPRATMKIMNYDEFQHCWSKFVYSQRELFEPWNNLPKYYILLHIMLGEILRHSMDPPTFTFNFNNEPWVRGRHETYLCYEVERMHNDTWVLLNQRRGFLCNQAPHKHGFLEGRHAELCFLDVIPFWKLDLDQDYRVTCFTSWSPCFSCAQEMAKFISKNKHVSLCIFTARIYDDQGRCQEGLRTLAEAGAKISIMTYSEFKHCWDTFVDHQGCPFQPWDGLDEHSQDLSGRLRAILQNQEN
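HeLa cells stably expressing Vif and C-terminally eYFP-tagged A3G, seeded overnight at 37 deg C, then exposed to compound by pintool overnight at 37 deg C. Rise in yellow fluorescence (Ex 488/Em 500-530, Acumen) marks blocked Vif-driven A3G degradation.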
PI4K2A block = PI4K2A (human) kinase inhibition | purified PI4K2A, ADP-Glo luminescence, 1 h; active compounds read low | activity change, negative = inhibition, % at 76.9 µM | 420,000 tested, 0.13% active | AID 1346378; in the data active = activity change below about -50%; inconclusive = mostly about -30% to -49%;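 also: -100% = wells without enzyme as full effect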
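In this quantitative HTS, ADP production by PI4K2A was quantified luminescently after 1 h at ambient temperature; 100 microM adenosine served as plate-quality control.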
TrxR1 substrate = is turned over as a substrate by rat TrxR1. O89049. purified TrxR1 substrate turnover, NADPH consumption readout. Potency, µM (top dose mostly 114 µM), for inactives: at the highest dose activity change, negative = substrate turnover. 390,000 tested, 0.01% active. AID 588456; also: potency is read from the fitted curve at half-maximal effect; % is scaled to controls: 0 for no effect and ±100 for the full control effect; nearly all actives have a fitted effect of over 50% in size
Target sequence (O89049 whole entry, looked up): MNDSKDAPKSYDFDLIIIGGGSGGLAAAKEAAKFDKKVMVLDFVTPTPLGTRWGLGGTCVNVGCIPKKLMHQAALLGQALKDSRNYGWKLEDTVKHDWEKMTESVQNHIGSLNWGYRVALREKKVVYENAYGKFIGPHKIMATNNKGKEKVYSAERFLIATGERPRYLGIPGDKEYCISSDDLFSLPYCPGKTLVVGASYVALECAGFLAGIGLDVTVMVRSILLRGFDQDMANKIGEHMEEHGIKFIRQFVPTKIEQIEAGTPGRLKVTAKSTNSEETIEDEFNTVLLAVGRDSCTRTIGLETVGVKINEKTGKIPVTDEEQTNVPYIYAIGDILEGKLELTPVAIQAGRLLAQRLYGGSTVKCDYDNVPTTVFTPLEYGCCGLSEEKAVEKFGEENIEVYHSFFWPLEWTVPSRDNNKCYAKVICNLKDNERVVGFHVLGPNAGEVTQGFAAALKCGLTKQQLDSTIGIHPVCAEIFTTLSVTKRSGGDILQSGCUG
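Rat TrxR1, dispensed at 90 nM, was prereduced with 400 uM NADPH (final) for 5 min at ~22 deg C, then incubated with compound 15 min before 400 uM selenite. A first-read NADPH fluorescence drop versus no-compound background flagged substrates.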
USP1-UAF1 inh = inhibitors of human USP1/UAF1 deubiquitinase. AID 743255. recombinant USP1/UAF1, Ub-Rhodamine cleavage fluorescence. O94782. 390,000 tested, 0.23% active. Potency, µM (titrated, usually from 57.1 µM), without a hit: at the top dose activity change, negative = inhibition, actives largely listed as inhibitors; also: potency is read from the fitted curve at half-maximal effect; % is scaled to controls: 0 for no effect and ±100 for the full control effect; nearly all actives have a fitted effect of over 60% in size; inactives centre near -12
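1 nM enzyme complex + cpd, 15 min RT; start with Ub-Rho 150nM final; kinetic fluorescence ex 480/em 540, 6 reads q60 s. Buffer 50mM HEPES pH 7.8, 0.5mM EDTA, 0.1 mg/ml BSA, 1mM TCEP, 0.01% Tween-20.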
RXFP1 ag = activates the human relaxin receptor RXFP1 | Q9HBX9 | HEK293T-RXFP1 cAMP TR-FRET, 30 min; response scale: percent of porcine relaxin response, buffer zero | Potency, µM (doses to about 57.5 µM), for inactives: top-dose activation, actives largely listed as activators | 370,000 tested, 0.3% active | AID 2676; also: potency is read from the fitted curve at half-maximal effect; % is scaled to controls: 0 for no effect and ±100 for the full control effect; nearly all actives have a fitted effect of over 60% in size; many of its hits are not listed in these tables
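Agonist response is measured as cAMP accumulation in an RXFP1-transfected HEK293T line under PDE4 inhibition. Values are scaled between buffer-only and 29 nM porcine relaxin, and EC50s come from standard Hill equation fits.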
IDH1 R132H inh = human IDH1 R132H inhibition; IDH1-R132H enzyme, NADPH consumption, diaphorase/resazurin fluorescence; Potency, µM (top dose mostly 76.6 µM), without a hit: at the highest dose activity change, negative = inhibition, usual class: inhibitors; 390,000 tested, 0.093% active; also: potency is read from the fitted curve at half-maximal effect; % is scaled to controls: 0 for no effect and ±100 for the full control effect; nearly all actives have a fitted effect of over 65% in size
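IDH1-R132H (0.5 ug/mL dispensed) in pH 7.5 Tris buffer was preincubated 30 min with compound, then given a substrate mix of 0.016 mM NADPH and 2 mM alpha-KG for 80 min at room temperature; remaining NADPH was read by diaphorase/resazurin fluorescence.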
Starred values were filed as active, the others as inactive; ? = inconclusive; / = not tested or not shown; [ ] = another dose, or the depositor's remark. Unless noted, calls follow the shape of the dose curve; as a rule, active = well fitted curve in the direction sought with a large enough effect; inconclusive = small, poorly fitted or top-dose-only effect, or another doubt; inactive = no such curve, though single readings can be large; an effect the other way counts as inactive or inconclusive.

SMILES	LDHA inh	Vif-APOBEC3F blk	Glioma ERSR ind	Vif-A3G inh	PI4K2A block	TrxR1 substrate	USP1-UAF1 inh	RXFP1 ag	IDH1 R132H inh
CCc1ccc2nc(N(CCCN(C)C)C(=O)c3ccc(S(=O)(=O)N(C)C4CCCCC4)cc3)sc2c1	-1	?	-11%	?	3	3%	?	4.9%	-1%
COc1ccc(-c2cc3ncc(C(=O)c4cc([N+](=O)[O-])ccc4O)cn3n2)cc1	1	10%	-2%	-1%	0	-5%	-24%	17%	-4%
Cc1ccccc1Nc1cc(C(=O)NCCCN2CCN(c3cccc(Cl)c3)CC2)c2ccccc2n1	-3	-9%	-5%	-6%	-5	-6%[57.1 µM]	-27%	0.5%	1%
O=C(N[C@@H](c1ccccc1)[C@@H]1C[C@H]1C(=O)NCc1ccccn1)OCc1ccccc1	-6	-1%	-1%	-1%	2	0%	-7%	0.4%	-10%
Cc1ccc(C(=O)OCC(=O)NC2CCCCC2)cc1S(=O)(=O)N1CCCCC1	-4	0%	-14%	-6%	6	2%	-25%	0.7%	1%
COc1ccc(N(CC(=O)NCc2ccc(F)cc2)C(=O)c2snc(C(N)=O)c2N)cc1OC	-14	-4%	-5%	-1%	2	15%[0.0914 µM]	-5%	-0.2%	-8%
COc1ccc(NC(=O)N2CCC(c3nc4ccccc4[nH]3)CC2)cc1	1	-1%	-5%	-2%	1	6%[57.1 µM]	-21%	-1.7%	-1%
O=C(COC(=O)COc1ccccc1)NCc1ccc2c(c1)OCO2	-4	5%	-3%	3%	-3	-7%	-14%	/	4%
CCCCNS(=O)(=O)c1ccc2nc(-c3cccnc3)cc(C(=O)NCCCOC(C)C)c2c1	-5	-3%	-2%	-5%	-2	1%[57.1 µM]	-10%	-1.6%	6%
COc1ccc(NC(=O)c2nc[nH]c2C(=O)N(C)Cc2ccccc2)cc1	0	7%	-3%	0%	3	-5%	?	-0.7%	3%
Cc1cc(Cl)ccc1OCC(=O)NCCCn1ccnc1	-5	-6%	-4%	-1%	-7	9%[57.1 µM]	-26%	3.5%	2%
Cc1cc(C)c(C(=O)COC(=O)CCNS(=O)(=O)c2c(Cl)cccc2Cl)cc1C	0	6%	-3%	0%	-7	-5%	-13%	1.1%	10%
CC(C)c1c(O)nc(SCC(=O)Nc2ccc3c(c2)CCC3)[nH]c1=O	4	4%	-2%	0%	-4	5%[57.1 µM]	-13%	0.6%	4%
Cc1ccc2sc(C)[n+](CCCS(=O)(=O)[O-])c2c1	-9	-3%	2%	-9%	-10	6%[57.1 µM]	-3%	4.1%	12%
CC(=O)c1cccc(NC(=O)CN(c2cccc(F)c2)S(C)(=O)=O)c1	-2	-1%	3%	0%	-4	1%[57.1 µM]	-6%	0.0%	-3%
O=C(O)CCCCn1c(SCc2cc(=O)n3cc(Cl)ccc3n2)nc2ccsc2c1=O	-5	-10%	-4%	6%	3	4%[57.1 µM]	-3%	?	15%
CCc1ccc(NC(=O)Cn2cc([N+](=O)[O-])nc2C)cc1	-2	1%	-1%	2%	-5	-6%	4%	-0.1%	-6%
C/C(=N\OC(=O)c1ccc(Cl)c(Cl)c1)c1sc(C)nc1C	-1	0%	-5%	-4%	-4	-4%[57.1 µM]	-21%	2.2%	10%
CCOC(=O)CNC(=O)N(C)[C@H]1C[C@H]2c3[nH]c4ccccc4c3CCN2C(=O)[C@H]1[C@H](C)O	-6	/	-3%	0%	-2	/	/	/	/
COc1ccccc1N1CCN(C(=O)CSc2nc(-c3ccccc3)cc(=O)[nH]2)CC1	-2	0%	0%	-6%	6	9%[57.1 µM]	-26%	0.1%	4%
NC(=S)N=Nc1c(O)n(Cc2ccccc2)c2ccccc12	-8	?	-5%	-4%	3	-1%	-6%	3.0%	2%
CC(=O)c1ccc(C(=O)N(CCCN(C)C)c2nc3c(C)c(C)ccc3s2)cc1	-1	3%	-2%	6%	-1	-3%	-24%	-0.3%	-2%
COc1ccc(CNC(=O)c2sc(=O)n(Cc3ccc(S(=O)(=O)N(C)C)cc3)c2C)cc1	2	/	2%	-7%	-13	/	/	/	/
CC(C)NC(=O)C1(C)CCCN1Cc1csc2ccccc12 (stereo not drawn)	-3	/	-2%	1%	-4	/	/	/	/
Cc1ccc(C)c(OCC(=O)Nc2ccc(S(=O)(=O)Nc3ccccn3)cc2)c1C	-8	-17%	-6%	-4%	8	21%	-15%	-0.3%	-1%
O=C(Oc1ccc(Cl)cc1)c1ccc2nccnc2c1	-1	-11%	-6%	5%	-3	2%	-3%	0.2%	0%
CCC1(CC(C)C)SC(N)=NC1=O (stereo not drawn)	-1	9%	-5%	-3%	5	5%[57.1 µM]	-15%	/	4%
Cc1ccc(Cn2c(C(=O)O)c(CNCc3ccc(OC(C)C)cc3)c3ccc(C)cc32)cc1	-4	?	3%	-24%	1	-1%	?	0.9%	0%
COc1ccc(C(=O)N=c2sc3c(C)ccc(OC)c3n2C)cc1OC	-3	1%	3%	0%	-1	93%[activator]	1%	-3.6%	7%
O=C1C(=O)N(O)C2CCCCC2N1O (stereo not drawn)	6	0%	-3%	-5%	3	7%	-21%	4.7%	-1%
CCCCCC(=O)N1C[C@@H](O)[C@H](n2cc(-c3ccc(F)cc3)nn2)C[C@@H]1c1ccc(OC)cc1	1	4%	-5%	-2%	-6	/	-13%	/	12%
O=C(NCCc1cccs1)C(c1ccccc1)c1ccccc1	-2	-13%	-3%	2%	2	-2%	-27%	3.2%	1%
O=C(O)c1ccc(N=Nc2c(-c3ccccc3)[nH]oc2=O)cc1	-15	-1%	11%	1%	-1	-15%	-28%	-3.9%	-11%
CC(=O)c1c(C)[nH]c(C(=O)OCc2cccc(Cl)c2)c1C	-2	?	3%	-6%	3	-10%	?	0.8%	4%
COc1ccccc1OCCNC(=O)c1cccc(S(=O)(=O)N2CCN(C)CC2)c1	-6	8%	-4%	3%	9	-3%	-10%	0.9%	3%
CC1(C(=O)NS(=O)(=O)c2ccc(Br)cc2)CCN1C(=O)CCc1cccs1 (stereo not drawn)	-6	/	-3%	1%	-5	/	/	/	/
CCCc1cc(=O)[nH]c(Nc2ccc(O)cc2)n1	18	-12%	-4%	-4%	-1	3%	-9%	0.1%	4%
CCn1c2ccccc2c2nnc(SCC(=O)N(C)C3CCS(=O)(=O)C3)nc21 (stereo not drawn)	-4	2%	-4%	-3%	-3	-5%	-7%	20%	1%
O[C@H]1CN(Cc2cccs2)[C@@H](c2ccccc2)C[C@@H]1n1cc(C2CC2)nn1	-15	-7%	-3%	0%	2	/	-2%	/	7%
COc1ccc(-c2noc(C3CCCN(C(=O)CCc4ccccc4)C3)n2)cc1 (stereo not drawn)	1	3%	5%	3%	2	-3%[57.1 µM]	-17%	0.5%	3%
Cc1ccc(Cc2nc(-c3ccccn3)no2)cc1	-5	8%	-11%	2%	-7	5%	-19%	3.1%	-3%
COc1cccc(-c2nc(NC(C)(C)C)c3ccccc3n2)c1O	17	0%	0%	-2%	1	-12%	?	-2.5%	4%
CCc1ccccc1NC(=O)CSc1nnc(-c2cc(OC)c(OC)c(OC)c2)o1	4	1%	-2%	1%	-3	1%	-26%	2.4%	12%
O=C(Nc1ccc(OCc2ccccc2)cc1)c1cccc([N+](=O)[O-])c1	-6	2%	-3%	1%	1	11%[57.1 µM]	2%	1.5%	4%
COc1cccc(N2CCN(Cc3nc(N)nc(N4CCCc5ccccc54)n3)CC2)c1	9	3%	-3%	-4%	-4	9%[57.1 µM]	-19%	0.6%	2%
O=S1(=O)CC(NCc2ccccc2)C(Nc2ccccc2)C1 (stereo not drawn)	-7	-6%	-3%	1%	-2	10%[57.1 µM]	-3%	-0.9%	2%
Cc1c(Cl)cccc1N=C1NC(=O)CS1	0	-4%	-4%	-1%	2	/	-8%	/	15%
CN(NS(C)(=O)=O)c1ncc(C(F)(F)F)cc1Cl	2	-6%	-5%	-5%	2	1%	-15%	-3.5%	0%
COc1ccccc1NS(=O)(=O)c1cc(NC(=O)c2sccc2C)ccc1N1CCOCC1	-9	6%	2%	-4%	1	-6%	0%	-1.1%	4%
CC(C)CCC(CC(C)O)C(=O)NNC(=S)Nc1ccccc1 (stereo not drawn)	-14	7%	-1%	-1%	6	0%	-17%	1.9%	8%
Next records.
SMILES	LDHA inh	Vif-APOBEC3F blk	Glioma ERSR ind	Vif-A3G inh	PI4K2A block	TrxR1 substrate	USP1-UAF1 inh	RXFP1 ag	IDH1 R132H inh
O=C(CCc1ccccc1)c1c(O)cc(O)cc1O	-3	-2%	2%	-9%	2	2%	?	2.0%	22%
Cc1ccc(N2CC(C(=O)NCCC(C)C)CC2=O)cc1 (stereo not drawn)	0	-3%	-1%	1%	-6	-1%	-8%	1.0%	1%
CCOc1ccc(CCNC(=O)c2ccc3nc(N4CCOCC4)sc3c2)cc1OCC	-1	10%	-4%	1%	-3	17%[0.0914 µM]	-17%	-2.9%	0%
Cc1c(C(=O)N2CCC(C)CC2)sc2ncnc(N3CCN(c4ccccc4)CC3)c12	-2	-3%	2%	-4%	-3	-7%	4%	1.9%	-4%
CCN(Cc1ccccc1)C(=S)Nc1cc(C(=O)OC)ccc1C(=O)OC	1	0%	1%	0%	0	-8%	-10%	2.1%	6%

Only part of the results is shown. The share of hits here may be higher or lower than overall.
